Screening data (PubChem BioAssay)
TRPV1 ag = agonists of human vanilloid receptor 1 (TRPV1); TRPV1-expressing cells, Fluo-8 calcium influx, agonist mode; activation, % at 8.33 µM; 320,000 compounds, 0.19% hits; AID 540275; in the data active means activation above about 80%; inconclusive means between about 30% and that limit; further: 0% is about no effect
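Cells expressing TRPV1 were dye-loaded with Fluo-8 and read kinetically: 10 s baseline, 3 min after compound (agonist portion), then 2 min after EC20 capsaicin (allosteric enhancer portion). Calcium-bound dye fluorescence at 480/520 nm.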
ELG1 repair inh = inhibitors of ELG1-dependent DNA repair in HEK293T cells; 330,000 compounds, 2.3% hits; Potency, µM (top dose mostly 46.1 µM), for inactives: at the top dose activity change, negative = inhibition, usual class: inhibitors; HEK293T ELG1-luciferase reporter, luminescence, 16 h; DNA damage induced by 5-fluorouridine; further: potency means the concentration at half of the fitted maximal effect; on the % scale 0 is the no-effect control and ±100 the full control effect; nearly all actives have a fitted effect of over 55% in size
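Step one: seed 2,000 cells per well. Step two: pin-transfer compound or DMSO alongside 5-fluorouridine. Step three: incubate 16 hr, 37 °C, 5% CO2. Step four: add ONE-Glo, wait 30 min, read luminescence.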
p53 reactivator = mutant p53 re-activation in reporter cells | H1299 p53-A138V BP100-luciferase reporter, luminescence, 24 h | Potency, µM (highest dose often 92.2 µM), for inactives: top-dose activity change, positive = activation, hits mostly activators | 320,000 compounds, 0.063% hits | AID 504706; further: potency means the concentration at half of the fitted maximal effect; % of control where 0% means no effect; nearly all actives have a fitted effect of over 45% in size
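H1299 (p53-null), stable ts p53-A138V + BP100-Luc; 1000 cells/well, Opti-MEM/10% FBS; cpd 4 pt, 1:5; 24 h, 37 deg C, 5% CO2; detection reagent 10 min RT; luminescence.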
NPC1 prom act = activates the NPC1 promoter. Huh7 NPC1 promoter luciferase reporter, 24 h. Potency, µM (highest dose often 9.22 µM), for inactives: at the top dose activation, actives largely listed as activators. 320,000 compounds, 2.4% hits;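 further: potency means the concentration at half of the fitted maximal effect; % of control where 0% means no effect; nearly all actives have a fitted effect of over 60% in size; reporter is driven by a mutant NPC1 promoter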
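NPC1 promoter–luciferase Huh7 cells; 24 h compound; luminescence.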
BRCA1 expr up = BRCA1 expression activation; 380,000 compounds, 1.1% hits; MCF7-BRCA1-FFLuc reporter, luminescence, 48 h; response scale: scaled: vehicle 0%, 10 µM genistein 100%; Potency, µM (titrated, usually from 46.1 µM), inactives show at the top dose activation, usual class: activators; further: potency means the concentration at half of the fitted maximal effect; nearly all actives have a fitted effect of over 80% in size; some results filed as inactive show a strong effect at the top dose
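Luminescence from a BRCA1-driven firefly luciferase in MCF7 cells was the read-out, taken 15 min after substrate addition following 48 h compound exposure at 37 °C. Data were normalized to a 10 microM genistein control and DMSO vehicle.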
FLuc modulator = inhibits or activates purified firefly luciferase, miR-21 counter-screen; purified FLuc, Km substrates, luminescence inhibition; Potency, µM (series often up to 57.5 µM), without a hit: at the top dose activity change, negative = inhibition, actives largely listed as inhibitors; 360,000 compounds, 6.9% hits; P08659;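 further: potency means the concentration at half of the fitted maximal effect; plate controls were vehicle for no effect and reference inhibitor for full effect; nearly all actives have a fitted effect of over 55% in size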
Target sequence (P08659 whole entry, looked up): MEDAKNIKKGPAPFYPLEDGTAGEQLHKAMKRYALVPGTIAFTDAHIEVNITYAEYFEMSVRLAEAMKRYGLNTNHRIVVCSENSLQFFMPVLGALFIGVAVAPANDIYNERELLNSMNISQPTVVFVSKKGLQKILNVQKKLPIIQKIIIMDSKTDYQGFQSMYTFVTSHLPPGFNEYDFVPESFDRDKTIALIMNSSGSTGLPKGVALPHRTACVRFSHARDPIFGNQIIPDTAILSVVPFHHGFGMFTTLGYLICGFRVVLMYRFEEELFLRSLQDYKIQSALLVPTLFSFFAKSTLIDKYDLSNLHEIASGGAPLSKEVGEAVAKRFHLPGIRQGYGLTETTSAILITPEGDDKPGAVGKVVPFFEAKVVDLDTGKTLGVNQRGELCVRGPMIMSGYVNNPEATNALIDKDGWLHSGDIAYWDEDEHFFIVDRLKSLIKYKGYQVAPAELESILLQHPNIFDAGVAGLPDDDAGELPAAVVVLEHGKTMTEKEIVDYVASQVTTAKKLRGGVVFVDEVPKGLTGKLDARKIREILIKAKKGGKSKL
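Purified P. pyralis luciferase, 10 nM final, with Km-level 10 uM D-luciferin and 10 uM ATP in 50 mM Tris acetate pH 7.5, 10 mM Mg acetate, 0.01% Tween-20, 0.05% BSA; 6-point qHTS titration about 60 µM downward; luminescence read.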
VP16 counter = inhibits Gal4-VP16 luciferase reporter, ROR gamma counter-screen | Drosophila S2 Gal4-VP16 UAS-luciferase, luminescence, 20 h | Potency, µM (top dose mostly 53.6 µM), inactives show top-dose activity, negative = inhibition, most hits filed as inhibitors | 310,000 compounds, 3.5% hits;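 further: Gal4-VP16 expression switched on by copper sulfate through the metallothionein promoter; potency means the concentration at half of the fitted maximal effect; on the % scale 0 is the no-effect control and ±100 the full control effect; nearly all actives have a fitted effect of over 50% in size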
Tb PFK block = blocks T. brucei phosphofructokinase. Potency, µM (highest dose often 57.5 µM), without a hit: at the highest dose activity, negative = inhibition, hits mostly inhibitors. T. brucei PFK, ADP-Glo luminescence. O15648. 330,000 compounds, 0.17% hits;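 further: potency means the concentration at half of the fitted maximal effect; 0% = uninhibited 1x PFK enzyme wells and -100% = no-enzyme wells; nearly all actives have a fitted effect of over 60% in size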
Target sequence (O15648 whole entry, looked up): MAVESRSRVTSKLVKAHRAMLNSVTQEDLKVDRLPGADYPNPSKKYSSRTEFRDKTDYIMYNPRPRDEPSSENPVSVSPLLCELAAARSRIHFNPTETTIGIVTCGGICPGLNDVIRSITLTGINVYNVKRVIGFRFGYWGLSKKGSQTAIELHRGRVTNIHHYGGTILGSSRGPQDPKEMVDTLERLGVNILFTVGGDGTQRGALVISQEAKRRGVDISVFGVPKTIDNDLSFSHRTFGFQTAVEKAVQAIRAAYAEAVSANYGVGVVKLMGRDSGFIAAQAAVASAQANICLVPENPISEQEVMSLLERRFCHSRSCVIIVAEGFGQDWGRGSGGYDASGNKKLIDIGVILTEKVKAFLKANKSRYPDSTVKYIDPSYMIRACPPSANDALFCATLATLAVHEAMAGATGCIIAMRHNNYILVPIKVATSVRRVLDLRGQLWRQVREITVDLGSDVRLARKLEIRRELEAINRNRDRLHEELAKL
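PFK 1.25 nM, F6P 0.5 mM, ATP 0.1 mM, 0.1 M TEA pH 8.0, 5 mM MgCl2, 0.01% Tween20, 0.1% BSA; 45 min RT. ADP-Glo readout. qHTS titration up to 57 uM; curves fitted, compounds curve-classed.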
ELG1 genotoxic = induces genotoxicity in HEK293T cells with luciferase-tagged ELG1. Potency, µM (doses to about 46 µM), for the others: at the highest dose activity change, positive = activation, most hits filed as activators. AID 504466. HEK293T ELG1-luciferase reporter, luminescence, 16 h. 330,000 compounds, 1.3% hits; further: potency means the concentration at half of the fitted maximal effect; % of control where 0% means no effect; nearly all actives have a fitted effect of over 60% in size
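Genotoxicity was scored as increased ELG1-luciferase reporter signal, measured by ONE-Glo luminescence (30 min, room temperature). Compound or vehicle exposure of the HEK293T reporter cells lasted 16 hr at 37°C.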
RORgamma inh = ROR gamma (mouse) transcription inhibition | Drosophila S2 Gal4-RORgamma UAS-luciferase reporter, 20 h | Potency, µM (titrated, usually from 53.6 µM), without a hit: at the highest dose activity change, negative = inhibition, most hits filed as inhibitors | 310,000 compounds, 5.4% hits | AID 2551; further: potency means the concentration at half of the fitted maximal effect; on the % scale 0 is the no-effect control and ±100 the full control effect; nearly all actives have a fitted effect of over 60% in size
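Using a luciferase readout, inhibitors were identified by reduced reporter activity in Drosophila cells coexpressing a copper-inducible Gal4–ROR gamma fusion and UAS-driven Photinus luciferase, incubated 20 hr after 700 uM copper sulfate.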
Rab9 prom act = activators of Rab9 promoter. 320,000 compounds, 2.8% hits. Huh7 Rab9 promoter-luciferase reporter, luminescence, 24 h. Potency, µM (doses to about 9.22 µM), without a hit: top-dose activation, negative = inhibition, most hits filed as activators; further: potency means the concentration at half of the fitted maximal effect; % of control where 0% means no effect; nearly all actives have a fitted effect of over 60% in size
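Cell-based reporter: Huh7 stable for Rab9 promoter-driven luciferase, plated in reduced-serum medium with 10% FBS at 1500 cells/well, compound-treated 24 h at 37 °C, luminescence read after 10 min reagent.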
Starred values were filed as active, the others as inactive; u = inconclusive; x = not tested or not shown; [ ] = remark or other dose. Unless noted, the call rests on the fitted dose curve; in most records, active means well fitted curve in the direction sought with a large enough effect; inconclusive means small, poorly fitted or top-dose-only effect, or another doubt; inactive means no such curve, though single readings can be large; an effect the other way counts as inactive or inconclusive.

SMILES	TRPV1 ag	ELG1 repair inh	p53 reactivator	NPC1 prom act	BRCA1 expr up	FLuc modulator	VP16 counter	Tb PFK block	ELG1 genotoxic	RORgamma inh	Rab9 prom act
CCOc1ccccc1CN1CCNC(=O)C1CC(=O)NC1CCCCCC1 (centres undefined)	14	0%	6%	0%	0%	2%	-5%	-1%	1%	11%	-1%
Cc1c(Cl)cccc1NC(=S)N1CCCN(Cc2ccccc2F)C1	0	-1%	-3%	-6%	-46%	-1%	u	0%	-4%	13µM*	-8%
CC1=C(C)CC(C(=O)NCCc2ccc(F)cc2)C(C(=O)O)C1 (centres undefined)	2	-2%	x	-5%	24%	7%	-7%	4%	-1%	-26%	-1%
COC(=O)c1c(C)[nH]c(C(=O)CN2C(=O)C3CC=CCC3C2=O)c1C (centres undefined)	x	u	23%	x	39%	x	x	-1%	u	x	x
CC(C(=O)N1CCCC1)N1CCN(S(=O)(=O)c2ccc(C(C)(C)C)cc2)CC1 (centres undefined)	-2	23%	-8%	1%	-11%	2%	x	0%	-5%	x	2%
Cc1cccc(OCCCC(=O)Nc2ccc(S(=O)(=O)Nc3onc(C)c3C)cc2)c1C	6	-10%	-6%	0%	-6%	13%	-2%	-14%	3%	31%	-7%
CCOC(=O)c1ccc(N2CCOCC2)c(NS(=O)(=O)c2ccc(F)cc2)c1	6	-9%	-2%	-1%	-3%	-1%	8%	0%	3%	-36%	3%
CC(C)NC(=O)NC(=O)COC(=O)c1ccc(S(=O)(=O)Nc2ccccc2)cc1	-1	-1%	16%	-7%	-2%	1%	0%	1%	-1%	u	0%
O=[N+]([O-])c1cccc(-c2nc(NCc3ccccc3)c3ccccc3n2)c1	-1	u	0%	-3%	-58%	0%	u	-12%	2%	154%	14%
O=C(c1cccnc1)C1CCCN(Cc2nc(Cc3ccccc3F)no2)C1 (centres undefined)	1	-9%	1%	-4%	-8%	0%	5%	-11%	-6%	27%	-11%
CCN1CCN(c2nc(-c3ccncc3)nc3ccccc23)CC1	0	0%	-4%	-2%	x	-16%	-6%	1%	7%	-26%	-4%
COc1ccc(N(C(=O)c2cnccn2)C(C(=O)NC2CCCCC2)c2cc(OC)c(OC)c(OC)c2)cc1 (centres undefined)	0	14%	-2%	-7%	1%	0%	8%	-1%	-1%	1%	-1%
Cn1nc(-c2ccc(C(=O)NCC3CCCO3)cc2)c2ccccc2c1=O (centres undefined)	0	u	-13%	1%	-27%	-8%	-10%	-1%	u	-5%	3%
O=C(Cc1c(Cl)cccc1Cl)Nc1cccc(S(=O)(=O)N2CCOCC2)c1	22	-14%	0%	-5%	-16%	1%	2%	3%	29%	31%	1%
O=C(NCCOC(=O)c1ccncc1)c1ccccc1	-4	-2%	-2%	-1%	32%	3%	-15%	4%	2%	u	0%
COc1ccc(/C=C/C(=O)NC(=S)Nc2ccc(C(=O)O)cc2)cc1	-2	0%	-12%	1%	16%	u	-4%	1%	-2%	2%	1%
Oc1ccccc1/C=N/Nc1cc(N2CCCC2)nc(N2CCCC2)n1	u	u	19%	1%	-67%	u	u	2%	-5%	11µM*	-4%
Cc1c(NC(=O)C(C)OC(=O)c2cccc(S(=O)(=O)N(C)C)c2)c(=O)n(-c2ccccc2)n1C (centres undefined)	-4	2%	4%	-4%	-7%	-3%	-10%	2%	-1%	38%	3%
CC(C)Cc1nnc(NC(=O)CCC(=O)Nc2ccc(Cl)cc2)s1	1	u	3%	-3%	-4%	-2%	4%	-4%	-1%	-13%	11%
Cc1cccn2c(=O)c(/C=C(\C#N)C(=O)NCc3ccco3)c(N3CCC(C(N)=O)CC3)nc12	-3	u	8%	-1%	-2%	-2%	0%	u	-2%	-38%	-2%
OCC1(Cc2cccc(F)c2)CCN(Cc2cccc3nccnc23)CC1	2	-5%	-2%	-3%	11%	1%	-6%	1%	-2%	-10%	1%
COc1ccc(C)cc1NC(=O)NCc1ccccc1F	-3	-14%	-7%	2%	51%	u	-1%	-5%	2%	12%	1%
CCOc1ccc(-c2nnc(N3CCCCC3)c3ccccc23)cc1	25	u	-2%	-2%	-75%[inhibitor]	-8%	-8%	-4%	-10%	11%	-2%
COc1ccc(-c2cnc(SCC(=O)Nc3nc(C(C)(C)C)cs3)n2Cc2ccco2)cc1	-4	u	11%	-2%	-32%	-1%	-14%	1%	-4%	-18%	3%
CCNC(=O)CSc1nnc(-c2ccc(OC)cc2)n1CC(C)C	-3	-1%	-5%	-4%	2%	9%	12%	0%	2%	14%	-5%
C=CCc1cccc(/C=N/NC(=O)COc2ccc(-n3cnnn3)cc2)c1O	4	-16%	-3%	-4%	-56%	4%	u	5%	-1%	8.9µM*	-5%
Nc1cccc(C(=O)Nc2ccco2)c1	-15	u	7%	7%	34%	-16%	19%	0%	11%	1%	-8%
CCC(c1nnnn1Cc1ccco1)N(CCc1ccccc1)Cc1cc2ccc(OC)cc2[nH]c1=O (centres undefined)	0	u	-17%	-1%	-80%[inhibitor]	5%	-13%	-1%	-12%	u	1%
COc1ccc(CNC(=O)COC(=O)c2ccc(F)c(S(=O)(=O)N3CCCCC3)c2)cc1OC	u	2%	0%	1%	-1%	4%	-6%	2%	-3%	11%	-5%
CCCn1c(N)c(N(CCOC)C(=O)c2cc(Cl)nc3ccccc23)c(=O)[nH]c1=O	1	4%	14%	1%	-1%	4%	x	6%	0%	x	-2%
O=C(NNS(=O)(=O)c1ccccc1[N+](=O)[O-])c1cccc(Br)c1	-1	-9%	u	-4%	-12%	1%	-4%	1%	-5%	5%	0%
Cc1ccc(NS(=O)(=O)c2cccc(C(=O)NCC(c3ccc(F)cc3)N3CCOCC3)c2)cc1 (centres undefined)	-1	u	-5%	-8%	-22%	3%	x	-16%	-5%	x	-1%
COc1ccccc1CNC(=O)COC(=O)c1cccc(S(=O)(=O)N2CCCC2)c1	1	4%	-2%	2%	-14%	-2%	12%	5%	4%	-1%	2%
Cc1cc(N/C=C\c2nnnn2-c2ccc(F)cc2)no1	10	u	16%	7%	26%	-13%	8%	-8%	3%	45%	11%
Cc1ccc(CN2CC(C(=O)Nc3ccc(F)c([N+](=O)[O-])c3)CC2=O)cc1 (centres undefined)	5	4%	0%	-2%	-14%	-6%	7%	-4%	-3%	41%	-2%
Cc1cc(Nc2ccccc2)nn1C(=O)c1ccccc1	0	u	12%	8%	-3%	-20%	1%	0%	-8%	5%	-11%
C=CCOc1ccccc1CN1CCSCC1	4	-1%	2%	1%	-12%	3%	3%	1%	1%	1%	5%
O=C(NCc1ccccc1F)c1ccc(S(=O)(=O)Nc2cccc(C(F)(F)F)c2)cc1	-1	-2%	5%	-3%	-23%	-5%	-21%	-1%	0%	u	0%
C/C(=N\NC(=O)c1c(C)nc2ccccn12)c1ccccc1F	3	16%	0%	13%	38%	-2%	u	0%	-4%	u	2%
O=c1oc2c(CN3CCOCC3)c(O)c(Cl)cc2c2c1CCC2	3	u	4%	1%	x	-1%	-7%	1%	0%	-23%	6%
COc1ccc(C(CNC(=O)c2cc(S(=O)(=O)NCc3ccco3)ccc2C)N(C)C)cc1 (centres undefined)	x	u	1%	x	40%	x	x	-1%	7%	x	x
CCCOc1ccccc1C1C(C(=O)OC)=CN(C(C)C)C=C1C(=O)OC	19	-9%	-7%	-4%	-22%	5%[2.3 µM]	-17%	-3%	-3%	10%	2%
O=C(O)c1ccccc1CSc1nc2ccccc2s1	-2	u	u	u	5.6µM*	19µM*	-13%	-4%	u	-1%	u
O=C(CCn1c(SCC(=O)NCc2ccco2)nc2ccccc2c1=O)NCCc1ccccc1	-1	-17%	u	-3%	-45%	-1%	0%	-1%	-2%	29%	-3%
CCc1ccc(NC(=O)c2ccc(S(=O)(=O)NCc3cccnc3)cc2)cc1	87*	u	-2%	-29%	5%	-13%	-5%	0%	1%	44%	0%
CNc1ccc([N+](=O)[O-])cc1-c1nc2ccccc2[nH]c1=O	-1	u	-3%	16%	-57%	2%	1%	-1%	-6%	2%	-1%
O=C(CCc1nc2ccccc2[nH]c1=O)OCC(=O)c1ccc(Cl)cc1	-2	2%	7%	-2%	16%	2%	-7%	-2%	1%	21%	-3%
